RNase H inhibition: RNase H inhibition, HIV 1 Gag Pol polyprotein, FRET biochemical assay, screening (AID 372) | HIV-1 RT RNase H, FRET RNA/DNA substrate fluorescence; higher % means a stronger effect | inhibition, % at 10 µM; hits with a dose series show IC50 in µM | actives 0.77% (n = 100,000); in the data active = inhibition above about 50%
* marks the source's active call; other numbers are inactive results.

structure,RNase H inhibition
COc1ccc(C(NC(=O)/C=C\c2cccc([N+](=O)[O-])c2)c2ccc(OC)c(OC)c2)cc1OC,15.0%
CCCCCNC(=O)c1ccc(C(=O)NCCCCC)cc1,10.0%
CCOc1ccc(NC(=O)c2cc(Cl)ccc2Cl)cc1,3.0%
O=C(COc1ccc(Cl)cc1Cl)NCCCOCC(=O)Oc1ccc(Cl)cc1Cl,10.0%
Cc1cc([N+](=O)[O-])ccc1NC(=S)NC(=O)c1cccc(I)c1,10.0%
CCn1c(=O)c(C(=O)Nc2ccccc2Br)c(O)c2ccccc21,6.0%
CNC(=O)C[n+]1csc2ccccc21,12.0%
C=CCn1c(N)c(C(=O)NCC2CCCO2)sc1=S (centres undefined),45.0%
O=C1CC(c2ccccc2)CC2=C1C(c1cc(Br)ccc1F)Nc1ccccc1N2 (centres undefined),15.0%
O=C(Nc1ccccc1)N1CCN(C(=O)Nc2ccccc2)CC1,9.0%
COc1ccc(/C=C2\C(=O)NC(=S)N(c3ccc(Cl)cc3Cl)C2=O)cc1,6.0%
Cc1ccc(-c2csc(NC(=O)c3ccccc3Cl)n2)cc1,12.0%
COc1ccc(OC)c(/C=C/C(=O)Nc2ccc(C)c(Cl)c2)c1,18.0%
CC12CCC(C/C1=N/NC(=O)c1ccc(Cl)cc1)C2(C)C (centres undefined),6.0%
O=C1C(Cl)=C(N2CCCCC2)C(=O)N1c1cc(Cl)c(Cl)cc1Cl,7.0%
COc1cc(NC(=O)c2nn3c(c2Cl)NC(c2cccs2)CC3C(F)(F)F)cc([N+](=O)[O-])c1 (centres undefined),14.0%
COc1ccc(OCCOc2ccccc2OC(C)C)cc1,13.0%
Cc1cc(C)cc(C=C2C(=O)c3ccccc3C2=O)c1,16.0%
COc1ccc(CNc2ccc3c(c2)nc(C)n3C)cc1OC,5.0%
Cc1cccc(NC(=O)c2c(C)c(-c3ccccc3)nc3ccccc23)c1C,6.0%
CCN1C(=O)/C(=C\c2ccc(OCc3ccc(F)cc3)c(OC)c2)SC1=S,7.0%
Cn1c2ccccc2c2nnc(SCC(=O)Nc3ccc([N+](=O)[O-])cc3)nc21,40.0%
O=C(COc1ccc(Br)cc1)Nc1ccc(-c2nc3ccccc3s2)cc1,13.0%
COC(=O)c1ccc(/C=C2\SC(=O)N(NC(=O)c3ccc([N+](=O)[O-])cc3)C2=O)cc1,0.0%
N#Cc1ccccc1COc1ccc(/C=C2/NC(=S)NC2=O)cc1,23.0%
O=C(NC(=S)Nc1ccc(Br)cc1)c1ccccc1[N+](=O)[O-],20.0%
COc1ccc(/C=C/C(=O)N2c3ccc(C)cc3-c3c(ssc3=S)C2(C)C)cc1OC,57.0%*
C(=N/N1CCN(c2ccccc2)CC1)/c1cccc2ccccc12,23.0%
CCOC(=O)c1ccc(-n2sc3c(c2=S)-c2cc(OC)ccc2NC3(C)C)cc1,21.0%
O=C(NNc1nc2ccccc2s1)c1cccnc1,0.0%

2 compounds drawn at random from the list so far, as already listed:
structure,RNase H inhibition
COC(=O)c1ccc(/C=C2\SC(=O)N(NC(=O)c3ccc([N+](=O)[O-])cc3)C2=O)cc1,0.0%
CCCCCNC(=O)c1ccc(C(=O)NCCCCC)cc1,10.0%

(more compounds)
structure,RNase H inhibition
COc1ccc(OCC(O)CN2C(=O)c3ccccc3C2=O)cc1 (centres undefined),0.0%
COc1cccc(N2C(=O)NC(=O)/C(=C/c3cc4c(cc3Cl)OCO4)C2=O)c1,16.0%
Cc1ccc2[nH]c3nc(N/N=C/C=C/c4ccccc4)nnc3c2c1,0.0%
O=C(/C=C/c1ccco1)Nc1ccccc1-c1ccccc1,15.0%
O=C(NCC1CCN(C(=O)c2ccc(Cl)c(Cl)c2)CC1)c1ccc(Cl)c(Cl)c1,14.0%
O=[N+]([O-])c1cc(-n2ncnc2-c2cccc(Cl)c2)ccc1F,1.0%
O=S(=O)(Nc1ccc(Br)cn1)c1ccc2ccccc2c1,5.0%
COc1ccc(N(CC(=O)NCc2ccccc2)S(=O)(=O)c2ccc(C)cc2)c(OC)c1,0.0%
COC(=O)c1cc(OC)c(OCc2cc(C(=O)OC)oc2C)c(OC)c1,10.0%
COc1cc(/C=C2\SC(=O)NC2=O)cc(Cl)c1OCCOc1cc(C)cc(C)c1,10.0%
N#CSCCCOc1ccccc1F,3.0%
Cc1ccc2c(c1)NC(c1ccccc1Cl)C1=C(CC(C)(C)CC1=O)N2 (centres undefined),10.0%
Cc1ccccc1OC1=NS(=O)(=O)c2ccccc21,0.0%
Cc1cc2nn(-c3ccccc3)nc2cc1NC(=O)c1ccc([N+](=O)[O-])c(C)c1,7.0%
COc1ccc(CN2C(=O)NC(=O)/C(=C\C=C\c3ccco3)C2=O)cc1,0.0%
Cc1c(C(=O)Oc2c(Br)cc(Br)cc2Br)cccc1[N+](=O)[O-],28.0%
N#C/C(=C\c1ccc(OCc2c(F)cccc2Cl)cc1)c1nc2ccccc2[nH]1,15.0%
Brc1cccc(/C=N/Nc2nnnn2-c2ccccc2)c1,17.0%
CCOC(=O)c1ccc(NC(=O)c2ccccc2[N+](=O)[O-])cc1,4.0%
CC1(c2ccccc2)CC(C)(C)N(C(=O)CN2CCCCC2)c2ccccc21 (centres undefined),11.0%
O=C(Nc1cccc(Cl)c1)c1ccc(CN2CCc3ccccc3C2)cc1,14.0%
O=C(Nc1ccc(O)cc1)c1cccc(S(=O)(=O)N2CCOCC2)c1,9.0%
O=C1C(=O)N(c2ccccc2)C(c2ccc3c(c2)OCO3)/C1=C(\O)c1ccc(Br)cc1 (centres undefined),6.0%
CCOC(=O)/C(N=Nc1ccc(-c2ccc(N=N/C(C(=O)OCC)=C(\C)O)c(Cl)c2)cc1Cl)=C(/C)O,23.0%
COc1ccc(C(=O)NC(=S)Nc2ccc3oc(-c4ccccc4Cl)nc3c2)cc1Cl,53.0%*
C/C(=N\N1CCN(C2c3ccccc3-c3ccccc32)CC1)c1cccnc1,14.0%
O=C1NN(c2ccc(Cl)c(Cl)c2)C(=O)/C1=C/c1cccc(Br)c1,23.0%
CC1=NN(C(=O)c2ccccc2Cl)C(O)(c2ccccc2)C1 (centres undefined),23.0%
FC(F)(F)c1cccc(NC(=S)N2CCN(c3ccccc3)CC2)c1,0.0%
CCCCc1ccc(NC(=O)C(c2ccccc2)c2ccccc2)cc1,7.0%
O=C(COc1ccc(Cl)cc1Cl)Oc1ccccc1[N+](=O)[O-],0.0%
COC(=O)c1cc(NC(=O)c2cc(-c3cccc(OC)c3)nc3ccccc23)cc(C(=O)OC)c1,6.0%
NC(=O)c1ccccc1N=Cc1ccc(OCc2ccccc2)cc1,1.0%
CCOC(=O)C1=C(C)N=c2s/c(=C\c3ccc(-c4cc(C)c(C)c([N+](=O)[O-])c4)o3)c(=O)n2C1c1ccccc1 (centres undefined),46.0%
CCCCOc1ccc(/C=N/Nc2cc(-c3ccccc3)nc(C)n2)cc1,2.0%
Cc1cc(Cl)c2cc(C(=O)O)ccc2n1,0.0%
CC(C)N(C(=O)c1ccccc1F)C(C)C,20.0%
Cc1ccc(C(=O)NC(=S)Nc2cccc([N+](=O)[O-])c2)cc1,16.0%
O=C(/C=C\Nc1cccc([N+](=O)[O-])c1)c1ccc(Cl)c(Cl)c1,5.0%
COc1cc(C=O)ccc1OCc1cccc(C)c1,20.0%
O=C(N/N=C/c1cccc(O)c1O)c1ccccc1,31.0%
COc1cccc(OCCCCOc2cccc(Cl)c2Cl)c1,25.0%
COc1cc(F)ccc1S(=O)(=O)N1CCC(C)CC1,8.0%
CNC(=O)C(=O)NCCc1ccc(Cl)cc1,5.0%
COc1ccc(/C=C(/C#N)c2nc(-c3cc4ccccc4oc3=O)cs2)cc1OCc1ccccc1,20.0%
Cc1ccc(OCCCn2ccnc2)c(C)c1,1.0%
COc1cc(/C=N/NC(=O)CC2(C)OCCO2)ccc1OCc1ccc([N+](=O)[O-])cc1,0.0%
CSCCNS(=O)(=O)c1ccc(NC(C)=O)cc1,0.0%
Cc1c(-c2ccccc2)nc2ccccc2c1C(=O)Nc1cccc(F)c1,7.0%
COc1cc(C(=O)Nc2ccc3oc(-c4ccccc4Br)nc3c2)cc(OC)c1OC,16.0%
O=C(c1ccccc1)N1N=C(c2ccccc2)CC1c1ccccc1 (centres undefined),19.0%
Cc1ccccc1-c1n[nH]c(=S)n1-c1ccccc1,2.0%
C=CCn1c(SCC(=O)O)nnc1-c1ccccc1,3.0%
CC1=C(C(=O)OC(C)C)C(c2ccc(C(C)C)cc2)NC(=O)N1 (centres undefined),16.0%
COc1ccc(C2/C(=C(\O)c3ccc(Cl)cc3)C(=O)C(=O)N2c2ccccn2)cc1 (centres undefined),2.0%
S=c1[nH]nc(COc2ccccc2)n1-c1ccc(Cl)cc1,6.0%
O=C(Nc1cccc(O)c1)/C(=C\c1cccnc1)NC(=O)c1ccccc1,6.0%
O=C(c1cc(-c2ccc(Br)cc2)nc2ccccc12)N1CCN(c2ccc(F)cc2)CC1,10.0%
CCn1c2ccccc2c2cc(CNCc3ccc(OC)cc3)ccc21,20.0%
COc1ccc(C(=O)NC(=S)Nc2cccc(-c3nc4ccccc4o3)c2)cc1Cl,4.0%

For reference, part of the list above.
structure,RNase H inhibition
CCn1c2ccccc2c2cc(CNCc3ccc(OC)cc3)ccc21,20.0%
COc1ccc(C(=O)NC(=S)Nc2cccc(-c3nc4ccccc4o3)c2)cc1Cl,4.0%

Next results
structure,RNase H inhibition
COC(=O)CN1C(=O)/C(=C/c2cc(OC)ccc2OC)SC1=S,0.0%
CCOC(=O)c1ccc(N=Cc2ccc3c(c2)OCO3)cc1,4.0%
Fc1c(F)c(N2CCOCC2)c(F)c(F)c1-c1c(F)c(F)c(N2CCOCC2)c(F)c1F,0.0%
O=S(=O)(Oc1cccc(OS(=O)(=O)c2ccc(Cl)cc2)c1)c1ccc(Cl)cc1,26.0%
O=C(Nc1cccc(Cl)c1)c1ccc(N2CCCCC2)c([N+](=O)[O-])c1,9.0%
O=C(Nc1ccccc1F)c1ccc(Cl)cc1,0.0%
COc1ccc(CC(=O)Nc2cc([N+](=O)[O-])ccc2C)cc1OC,9.0%
CC1(C)CC(=O)C=C(Nc2ccccc2-c2ccccc2)C1,0.0%
Cc1ccccc1NC(=O)c1ccc(-c2ccccc2)cc1,7.0%
Cc1cc(C)c(O)c(N=Cc2cc(Cl)cc(Cl)c2O)c1,0.0%
CCOC(=O)CCCNc1ccc([N+](=O)[O-])cc1[N+](=O)[O-],8.0%
Cc1ccc(C(=O)Nc2cccc(NC(=O)c3ccc(C)c(C)c3)c2)cc1,17.0%
Cc1onc(-c2ccccc2Cl)c1C(=O)N1CCC(Cc2ccccc2)CC1,7.0%
COC(=O)C1=C(C)NC2=C(C(=O)CCC2)C1c1ccccc1 (centres undefined),6.0%
Cc1ccc(C(=O)Nc2ccccc2C(=O)O)cc1,0.0%
COc1ccccc1/C=C1/C(=O)N(c2ccc([N+](=O)[O-])cc2)N=C1C,1.0%
O=C1/C(=C\c2cccc([N+](=O)[O-])c2)SC(=S)N1c1ccccc1,8.0%
O=[N+]([O-])c1cccc(CNC23CC4CC(CC(C4)C2)C3)c1,8.0%
O=C1c2ccc3c4c(ccc(c24)C(=O)N1c1ccc2c(c1)oc1ccccc12)CC3,9.0%
COc1cccc(NC(=O)CCN2C(=O)/C(=C/c3ccccc3Cl)SC2=S)c1,0.0%
COc1ccc2ccccc2c1C=Nc1ccc(C)cc1O,27.0%
COc1cc(NC(=O)Nc2cccc(Cl)c2)c(OC)cc1Cl,20.0%
CCN(CC)CCOc1c(C)cccc1C,0.0%
Cc1ccc(N(Cc2ccc(C(=O)Nc3cccnc3)cc2)S(C)(=O)=O)cc1C,7.0%
N#CCC(=O)NNC(=O)COc1cccc2ccccc12,10.0%
O=C(Nc1ccc(F)c(F)c1)c1ccc2c(c1)OCO2,0.0%
CC(C)(C)C1=NN(C(=O)c2ccc([N+](=O)[O-])cc2)C(O)(C(F)(F)F)C1 (centres undefined),18.0%
CC(C)N1C(=O)c2cccc3c(N4CCOCC4)ccc(c23)C1=O,21.0%
CC(=O)Oc1ccc2c3c(c(=O)oc2c1C)CCCC3,4.0%
CC(C)c1ccc(/C=N/c2c(-c3ccc(C(C)C)cc3)nc3n2CCS3)cc1,14.0%
CC(=O)c1cccc(NC(=O)c2cccc(Cl)c2)c1,2.0%
COc1cc(C2C3=C(CC(C)(C)CC3=O)OC3=C2C(=O)CC(C)(C)C3)cc(I)c1O,7.0%
CN1C(=O)C(=Cc2cc(Cl)cc([N+](=O)[O-])c2O)C(=O)N(C)C1=O,13.0%
O=C(Nc1ccc2oc(-c3ccc(Cl)cc3Cl)nc2c1)c1ccccc1,12.0%
O=C1CC(N2CCOCC2)C(=O)N1c1cccc([N+](=O)[O-])c1 (centres undefined),6.0%
O=C1NC(=O)C(=Cc2ccccc2OS(=O)(=O)c2ccc([N+](=O)[O-])cc2)C(=O)N1,12.0%
CCOC(=O)COc1ccc(Br)cc1C=O,8.0%
O=C(NC(=S)N1CCN(c2ccc([N+](=O)[O-])cc2Cl)CC1)c1cccc(Cl)c1,0.0%
CC1(C)CC(=O)c2sc(NC(=O)c3ccccc3Cl)nc2C1,4.0%
CCc1cc2c(C)cc(=O)oc2cc1O,13.0%
O=C(COc1ccccc1[N+](=O)[O-])N=Nc1c(O)[nH]c2ccc(Br)cc12,7.0%
Cc1cc2nn(-c3ccc(Cl)cc3)nc2cc1NC(=O)C(Cl)(Cl)Cl,13.0%
CC(C)C(=O)NC(c1ccco1)c1ccc2cccnc2c1O (centres undefined),0.0%
CCOc1ccc(CN2CCN(C(=O)c3ccccc3OC)CC2)cc1,9.0%
NS(=O)(=O)c1ccc(NC(=O)c2cc([N+](=O)[O-])cc([N+](=O)[O-])c2)cc1,1.0%

These rows are one share of the data. The share of hits here may be higher or lower than overall.
